Screening data: PubChem BioAssay, several laboratories
MT1-MMP act inh: MT1-MMP (human) activation inhibition. P50281. HT1080 RFP-PRO-GFP cells, GFP/RFP ratio fluorescence, overnight; percent of plate control window, DMSO zero. GFP/RFP ratio change, % at 20 µM. hit rate 0.061% among 360,000. AID 651647;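 active = GFP/RFP ratio change of at least 30% with cell ATP level not reduced by more than half and red fluorescence within 50% of control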; also: strong numbers were not always called active
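Test system: HT1080 RFP-PRO-GFP cells; Benchmarks: DMSO and RFP-L50D-GFP cell wells; Timing: cells overnight before dosing, compound overnight, 37 °C, 5% CO2; Compound: one 20 µM compound dose with 1% DMSO; Read-out: GFP/RFP fluorescence ratio.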
Rin1-Abl PPI inh: human Rin1-Abl interaction inhibition | P00519+Q13671 | TR-FRET Rin1/Abl binding, biochemical | inhibition, % at 7.35 µM | hit rate 0.4% among 360,000; in the data active = inhibition above about 5%, passing the limit was not always enough
Neddylation inh: inhibitors of human cullin neddylation. hit rate 0.58% among 360,000. AID 651699. calls only at 25 µM. TR-FRET cullin neddylation, biochemical; in the data active = inhibition above about 36%
SKN-1 inh: blocks SKN-1 activity in C. elegans. C. elegans VP596 Pgst-4::GFP/RFP ratio, acrylamide-induced, 24 h. inhibition, % at 21.8 µM. hit rate 0.49% among 360,000;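 active = interference check ratio from 0.5 to 1.5 plus GFP to RFP signal ratio inhibition reaching or exceeding a fixed threshold, cut at about 30% in these data, passing the limit was not always enough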; also: some compounds called inactive have numbers as strong as hits
CendR NRP1 mod: NRP-1/CendR interaction modulation. O14786. FAM-RPARPAR peptide binding to NRP-1, fluorescence polarization. inhibition, % at 25 µM. hit rate 0.85% among 360,000. AID 602438;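 active = inhibition or corrected inhibition above about 18%, plus a signal ratio from 0.5 to 1.5, limit read from the data, passing the limit was not always enough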; also: strong numbers were not always called active
MsrA act: bovine methionine sulfoxide reductase A activation. hit rate 0.3% among 360,000. AID 602163. purified bovine MsrA, absorbance read-out. activation, % at 10.6 µM; in the data active = activation above about 7.5%;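 also: 0% = vehicle and 100% = reference activator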
FAS-TE inh: inhibitors of human fatty acid synthase thioesterase domain; hit rate 0.67% among 360,000; AID 602261; recombinant FAS-TE, OMFH fluorogenic substrate, fluorescence endpoint; P49327; inhibition, % at 15 µM;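 active = compounds whose normalised, plate-corrected inhibition of enzyme fluorescence in the single-dose primary screen is 50% or more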;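 also: 0% = DMSO with enzyme and 100% = substrate without enzyme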
PABP1 MLLE inh: blocks PAM2 peptide binding to the PABP1 MLLE domain; inhibition, % at 20 µM; P11940; hit rate 0.36% among 360,000; GST-MLLE / FITC-PAM2 fluorescence polarization; AID 588489; in the data active = inhibition above about 35%, passing the limit was not always enough;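 also: plate controls were DMSO wells with GST-MLLE for no effect and wells lacking GST-MLLE protein for full effect; some results filed as inactive read as strong as hits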
E coli Lon inh: E. coli protease La inhibition; purified E. coli Lon protease, fluorescence polarization; P0A9M0; hit rate 0.42% among 360,000; AID 602123; inhibition, % at 7.94 µM; in the data active = inhibition above about 13%, passing the limit was not always enough;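 also: 0% = enzyme with probe and DMSO and 100% = no enzyme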
An asterisk follows results filed as active; i = inactive; . = no result given; + = active, no number.

molecule	MT1-MMP act inh	PABP1 MLLE inh	SKN-1 inh	FAS-TE inh	Rin1-Abl PPI inh	E coli Lon inh	CendR NRP1 mod	Neddylation inh	MsrA act
COc1ccc(CN(C)CC2CCCN(CCc3ccc(F)cc3)C2)c(OC)c1OC (centres undefined)	10	5	-21	-4	6	4	1	i	-10
CCOc1ccccc1Oc1c(C)oc2c(CN3CCN(CCO)CC3)c(O)ccc2c1=O	-2	5	-3	-6	5	0	8	.	-8
CCN1CCN(c2nc3sc4c(c3c3ncnn23)CC(C)CC4)CC1 (centres undefined)	-4	0	65*	-5	2	-6	7	i	-1
COc1nc(NCCO)nc(Nc2ccccc2F)n1	1	-4	1	-3	-1	-5	-1	i	4
COc1ccc(CC(=O)Nc2cccc(C(=O)O)c2C)cc1	8	-3	-12	-12	-3	-1	1	i	-12
COc1ccc(-c2[nH]ncc2CN2CCN(Cc3cccs3)CC2)cc1F	7	-4	-2	-2	-2	5	0	i	-1
COC(=O)c1cccc(C(=O)N2CCCC(Nc3ccc(C)c(C)c3)C2)c1 (centres undefined)	-1	-15	10	0	-4	-1	6	i	-2
COc1ccc2[nH]c3c(c2c1)CCN1C(=O)C(CC(=O)NCCc2ccccn2)C[C@H](C(=O)N2CCCCC2)[C@@]31CCc1ccccc1 (some centres undefined)	-8	1	-3	13	0	-3	0	i	-3
C/C=C1\NC(=O)[C@H](C)NC(=O)[C@@H](NC(=O)[C@H](Cc2ccc(O)cc2)NC(=O)[C@@H](NC(=O)/C(C)=C/C)C(C)C)[C@@H](C)OC(=O)[C@H](CC(C)C)NC(=O)[C@@H](CCC(=O)O)NC1=O	1	2	-4	-9	-1	-1	-9	i	-6
COc1ccc(-n2c(SCC(=O)Nc3ccc([N+](=O)[O-])cc3OC)nc3ccccc32)cc1	2	-28	-2	47	-3	-5	0	i	-3
COc1ccc(N2CCN(C(=O)CSc3ncnc4c3cnn4-c3ccc(OC)cc3)CC2)cc1	-4	2	8	-2	-6	11	5	i	3
COc1ccc(CCNC(=O)CSc2ccc(NC(C)=O)cc2)cc1OC	1	29	7	-4	0	-7	4	i	-2
N#Cc1cccnc1Nc1cccc(Cl)c1	-5	-3	6	-2	-1	-5	0	i	-3
Cc1ccc(S(=O)(=O)NCc2cccnc2)cc1C(=O)N1CCCC1	-1	7	10	-8	1	-3	7	i	-3
COc1cccc(Nc2cc(C)nc3ccccc23)c1	-4	2	11	-7	-6	-7	-6	i	0
COc1ccc(OC)c(NC(=O)CN(c2ccc(C(C)C)cc2)S(=O)(=O)c2c(C)noc2C)c1	-17	6	16	26	-1	6	-5	i	-1
Cc1ccc(OCCCCn2cnc3ccccc32)cc1	2	-13	4	-4	3	-2	-12	i	-1
CC1CCCN(CCOCCOc2ccc(Cl)cc2Br)C1 (centres undefined)	1	-2	8	-1	-1	-3	-8	i	-2
CC(NC(=O)CSc1nc(C2CC2)n(-c2ccccc2)n1)c1ccco1 (centres undefined)	1	-3	10	-4	3	1	-2	i	-3
C[C@H](CO)N1C[C@H](C)[C@@H](CN(C)S(=O)(=O)c2cccs2)Oc2ccc(NC(=O)Nc3ccc(C(F)(F)F)cc3)cc2C1=O	8	6	0	19	3	5	-14	i	0
Cc1sc(C(=O)NCc2cccnc2)c2nc(C)n(CC(=O)NCc3cccnc3)c(=O)c12	1	12	-8	-7	3	2	6	i	-3
O=C(O)C1CCCCC1C(=O)NCCCN1CCCC1=O (centres undefined)	-5	3	13	-5	1	7	-5	i	0
NC(=O)c1sc2nc(N3CCCCC3)c3c(c2c1N)CCCC3	2	-9	3	-14	-1	1	-2	i	-14
O=C(NC(CO)(CO)CO)c1coc(=O)c(Br)c1	4	-3	-12	-10	-4	-6	6	i	-15
Cc1nnc(C)n1/N=C/c1ccccn1	0	16	17	-8	0	1	-6	i	-2
CC1(C)Oc2ccc3ccc(=O)oc3c2C(/C=N/O)C1=O (centres undefined)	1	9	4	-15	2	0	3	i	-9
C#CCOCCOCCOCCNc1nc(N2CCN(C(=O)[C@H](CCCCN)n3cc(CC(C)O)nn3)CC2)nc(N2CCN(C(=O)[C@H](Cc3ccc(O)cc3)n3cc(CCO)nn3)CC2)n1 (some centres undefined)	0	7	3	-15	2	7	9	i	-3
NNc1cc(C(=O)O)ccc1Cl	-1	32	-5	-7	-1	4	-10	i	-3
[O-][n+]1c2ccccc2[n+]([O-])c2cc(O)ccc21	27	8	28	-10	-9	6	9	i	-1
CCOc1ccc2nc(SCC(=O)Nc3ncccn3)[nH]c2c1	2	-60	-18	-10	4	0	-1	i	-5
CS/C(N)=N/N=C/c1cc(C)ccc1O	18	6	-11	-5	-6	11	11	i	-12
Cc1cc(C)n2ncc(/C(N)=N/OC(=O)Nc3ccc(Cl)cc3)c2n1	5	2	-7	-2	-3	-4	1	i	-3
COc1ccc(/C=C/C(=O)NCCCN2CCCC2)cc1	-4	-9	4	-4	-1	-6	0	i	0
O=C(c1ccccc1NS(=O)(=O)c1cccc([N+](=O)[O-])c1)N1CCCC1	-7	2	-5	-2	2	-11	3	i	-1
O=C(CN1CC[n+]2c(-c3cccs3)csc21)c1ccc(Br)cc1	-5	34	6	-99	-2	0	-1	i	-3
CC(OC(=O)c1nccnc1N)C(=O)Nc1ccc(S(=O)(=O)N2CCCC2)cc1 (centres undefined)	0	-11	-5	-3	1	2	13	.	-8
COc1ccccc1NC(=O)c1cc2ccc(O)cc2o/c1=N\O	-5	-35	2	-13	-2	-23	-14	i	0
OC(COc1ccc(Cl)cc1)CN1CCN(c2ccccn2)CC1 (centres undefined)	2	-8	-9	-6	-1	-7	7	i	-3
O=C(CN1CCN(c2cnn(-c3ccccc3)c(=O)c2Cl)CC1)NC1CCS(=O)(=O)C1 (centres undefined)	3	-35	7	-8	-1	1	10	i	-2
CCC(C)(C)n1nnnc1C(c1ccc(Cl)cc1)N1CCN(C)CC1 (centres undefined)	2	-8	-25	3	2	-7	3	i	-12
CCCN(CCC)CCCNS(=O)(=O)c1ccc2c(c1)oc(=O)n2C	12	-1	0	-6	-2	-3	-3	i	2
Cc1ccc(NC(=S)N(C)C(c2ccccc2)c2ccccc2)cc1C	-4	-120	-11	22	4	-15	2	i	-5
O=C(COc1ccc(/C=N/NC(=O)c2cccnc2)cc1)Nc1ccccc1	1	2	8	-4	0	-4	-18	i	-5
NC(c1ccccc1)c1csc(Nc2ccc(C(=O)NCCCO)cn2)n1 (centres undefined)	2	-3	7	-6	-2	12	-24	i	-1
Cc1c(Cl)cccc1-n1ccnc1SCC(=O)O	1	5	-14	-5	-1	2	13	i	-3
CCC(C)S(=O)(=O)c1snnc1C (centres undefined)	1	-6	1	-6	0	-5	-5	i	-3
Cc1cc(C)cc(Oc2nc3ccccn3c(=O)c2/C=C(\C#N)C(=O)NC2CCS(=O)(=O)C2)c1 (centres undefined)	0	7	0	-1	-3	2	-1	+	0
COc1ccc(OCC(=O)C2CC2)c(C#N)c1	8	11	9	-1	2	6	2	i	-13
Cc1ccc(-c2ccnc(-c3ccc(O)cc3)n2)cc1	8	-3	0	0	5	1	-4	i	-1
CCCCC(=O)NC(=S)Nc1cc(C(=O)O)ccc1OC	0	14	6	-7	1	-10	1	i	-2
O=c1c2ccccc2nc(-c2ccc(Br)cc2)n1Cc1ccccc1	-14	1	16	38	1	-5	3	i	-3
O=C(CSc1nc2ccccc2o1)Nc1nncs1	2	-31	1	-2	1	6	8	i	-1
CC(C)CCn1c(CN2CC(C)OC(C)C2)nc2c1c(=O)n(C)c(=O)n2C (centres undefined)	-5	-11	-2	-5	4	0	-7	i	-2
CSc1ncc(C(C)=O)c(C)n1	2	1	-4	-5	4	-7	5	i	-4
Cn1c(CNC(=O)c2ccco2)nnc1SCC(=O)Nc1cccc(Br)c1	0	-106	-20	-3	2	-5	-4	i	-5
COc1ccc(C(c2c(NC(=O)c3ccco3)sc(C)c2C)N2CCOCC2)cc1OC (centres undefined)	-8	29	19	18	-1	1	1	i	-2
CCOC(=O)C(=O)NCC(c1cccs1)S(=O)(=O)c1ccc(Cl)cc1 (centres undefined)	-2	9	5	-8	-2	-10	2	i	-7
COc1cc(CNn2cnnc2)ccc1OCC(=O)NC(C)(C)C	-1	1	16	-1	-1	1	14	i	1
Cc1nc(-c2ccc(S(=O)(=O)N3CCOCC3)cc2)cs1	2	15	13	-1	-2	-11	12	i	-3
C=CCNC(=O)CSc1nc2ccccc2c(=O)n1CCc1ccc(OC)c(OC)c1	-3	-70	-14	0	1	7	-7	i	-4

The list goes on; it opens with the five that closed the last part.
molecule	MT1-MMP act inh	PABP1 MLLE inh	SKN-1 inh	FAS-TE inh	Rin1-Abl PPI inh	E coli Lon inh	CendR NRP1 mod	Neddylation inh	MsrA act
COc1ccc(C(c2c(NC(=O)c3ccco3)sc(C)c2C)N2CCOCC2)cc1OC (centres undefined)	-8	29	19	18	-1	1	1	i	-2
CCOC(=O)C(=O)NCC(c1cccs1)S(=O)(=O)c1ccc(Cl)cc1 (centres undefined)	-2	9	5	-8	-2	-10	2	i	-7
COc1cc(CNn2cnnc2)ccc1OCC(=O)NC(C)(C)C	-1	1	16	-1	-1	1	14	i	1
Cc1nc(-c2ccc(S(=O)(=O)N3CCOCC3)cc2)cs1	2	15	13	-1	-2	-11	12	i	-3
C=CCNC(=O)CSc1nc2ccccc2c(=O)n1CCc1ccc(OC)c(OC)c1	-3	-70	-14	0	1	7	-7	i	-4
CCOC(=O)CC(=O)Nc1cc2ccc(OC)c(OC)c2cc1C(=O)OCC	3	17	2	-8	-4	-5	-11	.	0
O=C(NC1CC1)C1=C[C@H](c2csc3ccccc23)C[C@H](OCCCCO)O1	0	1	3	-4	0	-15	-6	i	-4
O=C(c1ccccc1)c1cc(Cl)ccc1N1C(=O)C=CC1=O	-3	23	5	20	-3	-1	-4	i	-12
CC(C)(C)c1ccc(S(=O)(=O)N2CCN(C(=O)c3ccc4c(c3)C(=O)N(Cc3ccncc3)C4=O)CC2)cc1	-1	-10	-1	-8	1	3	-1	i	-8
O=C(Nc1ccc2c(c1)OCCO2)C(c1ccccc1F)n1c(=O)c(-c2cc3ccccc3[nH]2)nc2ccccc21 (centres undefined)	-10	.	2	.	.	.	12	.	.
COc1ccc(-c2noc(-c3ccccc3-c3ccccc3)n2)cc1OC	-8	-6	31	31	-5	-4	-2	i	-1
CC(C)CCC1=NN(C(=O)c2ccco2)C(O)(C(F)(F)F)C1 (centres undefined)	0	1	12	1	5	-4	5	i	-1
CC(C)(C)C(=O)Cn1ncc(N2CCCC2)c(Br)c1=O	6	-4	0	-8	-1	-2	-2	i	-3
CS(=O)(=O)N(CCc1ccccc1)CC(=O)Nc1ccc(OCc2ccccc2)cc1	1	16	-2	25	2	-7	-10	i	0
O=C(O)CC(NC(=O)C1CCCCC1)c1cc([N+](=O)[O-])ccc1Cl (centres undefined)	2	-7	-11	3	1	9	0	i	-1
